S1P4 ag: human S1P4 receptor agonism. activation, % at 4.98 µM. S1P4-expressing cell line, agonist reporter assay. AID 1509. 0.35% of 220,000 active; in the data active = activation above about 11%;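 also: 0% = DMSO vehicle and 100% = reference agonist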
Ba/F3 V617F tox: reduce viability of Ba/F3 cells dependent on JAK2V617F. Ba/F3 EpoR-JAK2V617F viability, ATP luminescence. inhibition, % at 5.6 µM. 1.1% of 220,000 active;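 active = inhibition above the campaign mean plus 3 SD over all tested compounds, cut at about 24% in these data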;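 also: cytokine-independent growth of Ba/F3 cells driven by EpoR plus mutant JAK2; 0% = DMSO-treated cells and 100% = JAK inhibitor I control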
NPY Y1 blocker: antagonists of human neuropeptide Y receptor Y1; P25929; HEK293-CNG Y1 cells, membrane potential fluorescence; NPY at EC95, then isoproterenol; inhibition, % at 3.6 µM; 1% of 200,000 active; AID 1040;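 active = inhibition above the campaign mean inhibition of all tested compounds plus 3 SD, cut at about 20% in these data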;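 also: 0% = DMSO wells given NPY plus isoproterenol and 100% = isoproterenol alone without NPY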
Target sequence (P25929 whole entry, looked up): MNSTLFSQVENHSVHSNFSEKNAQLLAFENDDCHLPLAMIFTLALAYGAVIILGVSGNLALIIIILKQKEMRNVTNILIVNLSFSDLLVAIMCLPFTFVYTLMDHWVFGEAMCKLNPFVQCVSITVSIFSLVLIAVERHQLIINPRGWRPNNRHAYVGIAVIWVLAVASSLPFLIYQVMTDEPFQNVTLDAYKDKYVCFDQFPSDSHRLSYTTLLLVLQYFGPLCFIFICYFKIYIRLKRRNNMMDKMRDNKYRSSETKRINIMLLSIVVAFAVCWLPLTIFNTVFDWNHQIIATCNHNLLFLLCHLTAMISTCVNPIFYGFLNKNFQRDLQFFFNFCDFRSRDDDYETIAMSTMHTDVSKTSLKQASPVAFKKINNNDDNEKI
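Material: Y1- and CNG-channel-expressing HEK293 cells / Probe or stimulus: NPY 25 nM then isoproterenol 1 µM plus Ro 20-1724 25 µM / Doses: 3.6 µM single dose, DMSO 0.4% / Schedule: compound incubation 1 h at room temperature, readout 45 min post-stimulation / Signal: membrane potential fluorescence / Benchmarks: isoproterenol-only wells as full block versus NPY-plus-isoproterenol wells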
S1P4 antag: blocks the human S1P4 receptor | 0.26% of 220,000 active | S1P4-expressing cells, antagonist mode, reporter read-out | O95977 | inhibition, % at 4.98 µM; in the data active = inhibition above about 29%;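 also: 0% = wells stimulated with agonist and 100% = vehicle wells without agonist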
NPY1 pot ag: potentiates or activates human NPY-Y1 receptor. NPY-Y1 expressing cells, potentiator/agonist activation. activation, % at 3.6 µM. 0.37% of 220,000 active; in the data active = activation above about 33%, passing the limit was not always enough;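 also: cells stimulated with NPY at EC10 then isoproterenol at EC100; 0% = low agonist plus stimulus and 100% = saturating agonist plus stimulus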
NPY2 pot ag: human NPY-Y2 potentiation or agonism, primary screen | P49146 | cells expressing NPY-Y2, potentiator/agonist read-out | activation, % at 3.6 µM | 0.45% of 220,000 active | AID 1359; in the data active = activation above about 27%;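 also: cells stimulated with NPY near EC25 plus isoproterenol at EC100; 0% = vehicle plus submaximal agonist and 100% = vehicle plus saturating agonist; some results beyond the cut were filed as inactive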
Target sequence (P49146 whole entry, looked up): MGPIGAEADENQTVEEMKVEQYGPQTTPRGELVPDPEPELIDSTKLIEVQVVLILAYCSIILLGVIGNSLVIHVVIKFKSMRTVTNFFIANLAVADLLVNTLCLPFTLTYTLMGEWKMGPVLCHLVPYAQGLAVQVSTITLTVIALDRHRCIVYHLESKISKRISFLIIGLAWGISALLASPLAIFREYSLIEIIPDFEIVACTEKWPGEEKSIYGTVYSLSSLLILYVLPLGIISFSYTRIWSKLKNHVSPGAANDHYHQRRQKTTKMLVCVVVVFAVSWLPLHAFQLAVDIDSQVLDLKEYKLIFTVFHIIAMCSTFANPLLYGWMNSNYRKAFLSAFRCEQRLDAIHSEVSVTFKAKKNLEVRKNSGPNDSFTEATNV
Runt-CBFb FRET: Runt domain-CBFb interaction inhibition | Cerulean-Runt/Venus-CBFb FRET ratio 530/480, 1 h | inhibition, % at 20 µM | 0.46% of 220,000 active;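 active = inhibition over about 50% at 20 µM in the single-dose screen, limit read from the data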;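 also: 0% = DMSO wells and 100% = excess unlabeled CBFb competitor control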
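Measured by: fluorescence energy transfer, 422 nm excitation, 530/480 nm emission; Assay system: Cerulean-Runt domain; Medium: Tris pH 7.5 buffer with BSA; Measure: loss of energy transfer signal; Controls: 5 µM unlabeled CBFb as full-inhibition high control; Incubation: protein complex preformed 1 h, compound exposure 1 h, room temperature, dark.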
RBBP9 inh: human RBBP9 hydrolase inhibition; O75884; recombinant RBBP9, FP-Rh probe fluorescence polarization; inhibition, % at 7.94 µM; 0.2% of 220,000 active;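 active = inhibition above the campaign mean of all tested compounds plus 3 SD, cut at about 14% in these data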;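 also: plate controls were DMSO wells with RBBP9 for no effect and wells lacking RBBP9 protein for full effect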
Target sequence (O75884 whole entry, looked up): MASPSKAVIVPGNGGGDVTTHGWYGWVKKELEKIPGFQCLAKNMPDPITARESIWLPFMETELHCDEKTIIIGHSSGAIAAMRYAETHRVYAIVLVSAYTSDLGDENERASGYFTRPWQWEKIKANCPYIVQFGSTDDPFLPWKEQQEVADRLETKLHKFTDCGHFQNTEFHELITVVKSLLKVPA
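Measured by – fluorescence polarization · Test system – RBBP9 protein · Input – 2.5 µM RBBP9 dispensing solution, before mixing · Measure – percent inhibition from mP, scaled between DMSO and no-protein wells · Benchmarks – DMSO-treated enzyme wells and wells lacking RBBP9 · Times – preincubation 30 min plus labeling 45 min at 25 °C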
BaF3 parental: parental Ba/F3 viability inhibition as JAK2V617F counter-screen. CellTiter-Glo ATP luminescence. inhibition, % at 5.6 µM. 1.1% of 220,000 active;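 active = inhibition above a per-campaign cutoff, the mean inhibition of all tested compounds plus 3 SD, cut at about 27% in these data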;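 also: 0% = DMSO wells and 100% = JAK Inhibitor I control wells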
The depositor's hits bear a star; . = not tested or not shown.

SMILES | S1P4 ag | Ba/F3 V617F tox | NPY Y1 blocker | S1P4 antag | NPY1 pot ag | NPY2 pot ag | Runt-CBFb FRET | RBBP9 inh | BaF3 parental
N#Cc1cnn(CC2CCCCC2)c1N | -0.8 | 1 | 0 | -18 | -6 | 2 | 1 | -1 | 9
CCCSc1nnc(NC(=O)Nc2ccc(C)cc2)s1 | 0.8 | 1 | . | -4 | -19 | 7 | 1 | -8 | 15
CCOC(=O)Cc1c(C)nc2c(-c3ccccc3)c[nH]n2c1=O | 0.7 | 6 | -5 | -12 | -1 | -5 | 1 | -6 | 4
O=C(NCCc1c[nH]c2ccccc12)C(=O)NCC1OCCCN1S(=O)(=O)c1cccs1 (centres undefined) | 1.0 | 4 | 7 | -2 | 9 | -5 | 0 | 0 | 11
Cn1c(-c2cccc(Br)c2)cnc1NCc1cccnc1 | -1.6 | -1 | 5 | -3 | 10 | 3 | -1 | -5 | 4
CC1=Nc2ccccc2NC(=O)C1Sc1nnc(C)s1 (centres undefined) | -2.2 | 1 | 3 | -11 | -11 | 3 | 2 | 2 | 4
Cc1cnc(NC(=O)CSc2nnc(-c3ccccc3)o2)s1 | -2.8 | 6 | 2 | 9 | -16 | -22 | 1 | -2 | 8
Cn1c(/C(C#N)=C(\O)c2ccc(S(=O)(=O)N3CCCCC3)cc2)nc2ccccc21 | 3.5 | -2 | -2 | -12 | 7 | -9 | -6 | -5 | 1
CN1CCN(C(=O)c2cnn(-c3ccccc3)c2NC(=O)c2ccccc2F)CC1 | 0.6 | 1 | 2 | 4 | -29 | -10 | 1 | -4 | 6
Cc1cc(C)n2nc(C(=O)N/N=C/c3ccco3)nc2n1 | -0.1 | -2 | . | 10 | 1 | 13 | 0 | -6 | -1
COc1ccc(/C=N/n2cnc3c([nH]c4ccc(F)cc43)c2=O)cc1CN1CCCC1 | -2.8 | 40* | . | 7 | -15 | -16 | -2 | -1 | 15
Cc1cccc(N(CC(=O)NC(C)C)C(=O)c2ccc(N3CCCC3)nc2)c1 | 0.5 | 0 | 1 | -6 | -1 | 8 | 0 | -3 | 0
CS(=O)(=O)N(CC(=O)N/N=C/c1ccc(OCC(=O)N2CCOCC2)cc1)c1ccccc1Cl | 0.5 | 1 | -1 | -14 | -4 | 7 | -2 | 4 | 6
COc1ccc(-c2csc(N3C(=O)C4C5c6ccccc6C(c6ccccc65)[C@@H]4C3=O)n2)cc1 (some centres undefined) | 0.4 | 1 | 6 | -17 | -14 | 5 | 3 | -5 | 8
O=C(NCC1CCCO1)c1cc([N+](=O)[O-])ccc1Cl (centres undefined) | -1.6 | 0 | 6 | -5 | -19 | -5 | 0 | -4 | 5
O=C(CCc1nnc(CCc2ccccc2)o1)N1CCCCC1CCn1cccn1 (centres undefined) | -0.3 | -2 | 5 | -9 | 9 | -5 | . | -5 | 4
Nc1ccc(C(=O)Nc2ccc(OC(F)(F)C(F)F)c(NC(=O)c3ccc(N)cc3)c2)cc1 | -1.6 | 4 | 2 | 2 | -2 | 1 | -3 | -4 | 6
CCn1c(SCC(O)c2ccccc2)nnc1-c1ccccc1 (centres undefined) | 2.4 | 0 | 4 | -27 | 0 | -8 | -3 | -8 | 7
Cc1ccc(S(=O)(=O)N2CCN(C)CC2)c(C)c1N(C)S(=O)(=O)c1ccc(Cl)cc1 | -2.3 | -3 | 1 | -11 | -17 | -13 | 0 | 12 | 3
CC(=O)c1sc(NC(=O)c2ccc(C)cc2)nc1C | 0.3 | -5 | 5 | -1 | 5 | 4 | -1 | -5 | -3
CC(C)(C)C1CCC(OC(=O)c2cncc(Br)c2)CC1 (centres undefined) | 1.0 | 2 | 5 | -4 | 2 | 6 | -2 | -6 | 10
CCN(CC)C(=O)C(C)N(C#N)c1nc(NC(C)C)nc(NC(C)C)n1 (centres undefined) | 2.4 | 0 | 0 | -19 | -16 | -17 | 0 | -1 | 7
Cc1cccc(N=C2NC(=O)/C(=C3/C(=O)N(C)c4ccccc43)S2)c1C | -1.0 | 0 | 6 | 4 | 19 | 8 | -4 | 8 | 0
O=C(Cn1c(-c2ccccc2)noc1=O)N1CCC(Cc2ccccc2)CC1 | 0.0 | 2 | -4 | 8 | 7 | -6 | -1 | -8 | 3
Cc1ccc(C2CC(c3ccc(Cl)cc3)n3nc(N)nc3N2)cc1 (centres undefined) | 0.1 | 6 | 1 | 2 | -8 | -3 | -2 | 0 | 8
COc1cc(CNCC(C)C)c(Br)cc1OCC(=O)NCc1ccccc1 | -2.7 | 0 | 2 | -12 | -46 | -9 | -3 | 1 | 0
Cc1cc(C)cc(-n2c(C)cc(/C=N\NC(=O)COc3cccc4cccnc34)c2C)c1 | 0.3 | 2 | 3 | -20 | -12 | 3 | -3 | -2 | 6
CCOc1ccc(/C=N/n2c(C)nnc2C)cc1OC | -0.4 | -2 | -5 | 20 | -2 | -13 | 0 | 0 | -1
CCOc1cc(C(=O)Nc2ccccc2F)cc(Br)c1OCC | -0.5 | 1 | 5 | -11 | -4 | -1 | -2 | -6 | 9
CSc1nc2ccccc2n1CC(=O)Nc1cc(C(F)(F)F)ccc1N1CCOCC1 | 0.5 | -1 | 24* | -13 | -3 | 0 | -6 | 1 | 10
CC(=O)c1ccc(Sc2nnc(C)s2)c([N+](=O)[O-])c1 | -0.7 | 11 | 5 | -4 | 12 | -9 | 0 | 7 | 3
CCP(=O)(CC)c1cccc(N)c1 | 0.3 | -3 | 1 | -13 | 9 | 11 | -3 | -4 | 2
Brc1ccc(N=C(c2ccccc2)c2ccncc2)cc1 | 1.0 | -6 | -4 | -23 | 15 | 1 | 0 | 0 | 1
CC(=O)N/N=C(\C)CC(=O)Nc1ccc2c(c1)OCCO2 | -1.8 | 6 | 1 | 17 | -4 | -4 | 2 | -4 | 2
CC1(C)C=C(c2ccc(C(=O)O)s2)CC(C)(C)N1 | -0.9 | -1 | 4 | -19 | -2 | 10 | 2 | -1 | 6
CCOc1ccc(C2N(c3cc(C)on3)C(=O)C3CCCN32)cc1OC (centres undefined) | -2.7 | 4 | 4 | 1 | 1 | 0 | -1 | -6 | 1
O=C(CSCc1c(Cl)cccc1Cl)NCc1ccccn1 | 0.8 | -6 | -2 | -4 | 4 | 10 | 0 | -3 | 0
CCOC(=O)/C(C#N)=C/Nc1ccccc1NS(=O)(=O)c1ccc(C)c(C)c1 | 1.6 | -6 | . | -2 | -2 | -15 | -2 | -3 | -1
CCc1nn2cc(C(=O)c3ccccc3O)cnc2c1-c1ccc(F)cc1 | 2.2 | -4 | 10 | -23 | -38 | -4 | -1 | -14 | 2
CN(Cc1nc(-c2cccc(Cl)c2)no1)C1CCOCC1 | 1.7 | 0 | 3 | -8 | 9 | -1 | 1 | 7 | 4
CS(=O)(=O)N1CCc2cc(-c3csc(NCC4CCCO4)n3)ccc21 (centres undefined) | -1.0 | -3 | -3 | 6 | -24 | -1 | . | -4 | 0
Cc1cc(NS(=O)(=O)c2ccc(NC(=O)COc3ccccc3Cl)cc2)no1 | -1.4 | -1 | 6 | -15 | -24 | 6 | 1 | -3 | 6
CC(C)(C)NC(=O)NC(=O)COC(=O)CNC(=O)c1cccc(F)c1 | 3.4 | -4 | 2 | -11 | -28 | 5 | -3 | -8 | 0
Cc1ccc(N=C2NC(=O)/C(=C/c3cn(C)c4ccccc34)S2)cc1C | 0.1 | -1 | 6 | 4 | 2 | -2 | -209 | -11 | 6
Cc1cc(C)n2nc(C(=O)Nc3c(C)nn(Cc4ccc(F)cc4)c3C)cc2n1 | 0.1 | 5 | -4 | -15 | 4 | 6 | 0 | -6 | 6
OC1(c2ccc(Br)cc2)CN(c2ccccc2)C2=[N+]1CCS2 (centres undefined) | 0.2 | 0 | 3 | 30* | 8 | 16 | -1 | 4 | 8
CCCC[N+](CC#Cc1ccccc1)(CCCC)CCCS(=O)(=O)[O-] | 0.5 | 1 | 2 | 5 | 2 | 4 | 1 | 1 | 11
CCOC(=O)c1nc(Nc2ccc(C(=O)O)cc2)c2ccccc2n1 | 1.5 | -3 | -10 | -11 | -3 | 7 | -2 | -5 | 0
COc1cc(CN2CCN(c3cccc(Cl)c3)CC2)cc(OC)c1OC | -3.3 | 3 | 16 | 0 | -1 | -3 | -1 | -4 | 7
Cc1ccc(NC(=O)c2ccc(OC(=O)CCN3C(=O)c4ccccc4C3=O)cc2)cc1 | 11* | -5 | -1 | 1 | 1 | 5 | -4 | -1 | 0
O=C(NCc1nc2ccccc2[nH]1)C1=C[C@H](c2ccc3c(c2)OCO3)C[C@H](OCCCCO)O1 | -2.9 | 2 | -1 | 4 | -10 | -13 | 0 | -2 | 4
COc1ccc(NCC(=O)N/N=C/C=C\c2ccccc2)cc1 | -1.0 | 3 | 10 | -16 | -24 | 3 | 1 | -8 | 7
Cc1ccc(N2C(=O)CC(Sc3ncn[nH]3)C2=O)cc1C (centres undefined) | -1.7 | 5 | 2 | 6 | 1 | 2 | 13 | -16 | 3
CC(=O)Nc1cc(C(=O)NCc2ccco2)ccc1Sc1ccc(F)cc1 | 3.0 | -1 | 6 | -10 | 7 | 8 | 0 | -2 | 6
CCCCN(C(=O)CSc1nnc(-c2ccccc2)n1C)c1c(N)n(Cc2ccccc2)c(=O)[nH]c1=O | 0.1 | -1 | -4 | -3 | -5 | 3 | -7 | -3 | 5
COc1ccccc1C(O)(C(=O)NN(C)c1ccccc1)c1ccccc1OC | 2.1 | -1 | -1 | -14 | -3 | 3 | 2 | -6 | 2

Another view of 6 compounds above:
compound	S1P4 ag	Ba/F3 V617F tox	NPY Y1 blocker	S1P4 antag	NPY1 pot ag	NPY2 pot ag	Runt-CBFb FRET	RBBP9 inh	BaF3 parental
CC(C)(C)C1CCC(OC(=O)c2cncc(Br)c2)CC1 (centres undefined)	1.0	2	5	-4	2	6	-2	-6	10
CCN(CC)C(=O)C(C)N(C#N)c1nc(NC(C)C)nc(NC(C)C)n1 (centres undefined)	2.4	0	0	-19	-16	-17	0	-1	7
Cc1cccc(N=C2NC(=O)/C(=C3/C(=O)N(C)c4ccccc43)S2)c1C	-1.0	0	6	4	19	8	-4	8	0
O=C(Cn1c(-c2ccccc2)noc1=O)N1CCC(Cc2ccccc2)CC1	0.0	2	-4	8	7	-6	-1	-8	3
Cc1ccc(C2CC(c3ccc(Cl)cc3)n3nc(N)nc3N2)cc1 (centres undefined)	0.1	6	1	2	-8	-3	-2	0	8
COc1cc(CNCC(C)C)c(Br)cc1OCC(=O)NCc1ccccc1	-2.7	0	2	-12	-46	-9	-3	1	0
